RORgamma inh – ROR gamma (mouse) transcription inhibition | P51450 | Drosophila S2 Gal4-RORgamma UAS-luciferase reporter, 20 h | Potency, µM (top dose mostly 53.6 µM), inactives show at the top dose activity change, negative = inhibition, hits mostly inhibitors | hit rate 5.4% among 310,000 | AID 2551; note: potency is the fitted concentration of half-maximal effect; % is set by controls: 0 for no effect and ±100 for the full control effect; nearly all actives have a fitted effect of over 60% in size
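Schneider cells (Drosophila), stable Gal4 DBD–ROR gamma + UAS-luc; 1 hr cmpd preincubation; Cu2+ induction 700 uM final; 20 hr ambient; luminescence.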
Rab9 promoter act – activates the Rab9 promoter | Huh7 Rab9 promoter-luciferase reporter, luminescence, 24 h | Potency, µM (highest dose often 9.22 µM), without a hit: at the highest dose activation, negative = inhibition, most hits filed as activators | hit rate 2.8% among 320,000 | AID 485297; note: potency is the fitted concentration of half-maximal effect; % of control where 0% means no effect; nearly all actives have a fitted effect of over 60% in size
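Luminescence read-out: Huh7 cells stably expressing Rab9-luciferase, treated 24 h with compound at 37 °C, then lysed with luciferase reagent for 10 min at ambient before reading.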
PKM2 activator – PKM2 (human) enzyme activation; P14618; purified PKM2, Kinase-Glo ATP luminescence, activation; response scale: 0% is enzyme alone, no compound; Potency, µM (top dose mostly 57.5 µM), for inactives: top-dose activation, actives largely listed as activators; hit rate 0.34% among 260,000; AID 1631; note: potency is the fitted concentration of half-maximal effect; % is set by controls: 0 for no effect and ±100 for the full control effect; nearly all actives have a fitted effect of over 55% in size
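ATP formation by purified human PK-M2, quantified via coupled luciferase luminescence after 1 h at room temperature with 0.1 mM ADP and 0.5 mM PEP final.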
NPC1 promoter act – activates the NPC1 promoter. Huh7 NPC1 promoter luciferase reporter, 24 h. Potency, µM (titrated, usually from 9.22 µM), for inactives: at the top dose activation, usual class: activators. hit rate 2.4% among 320,000. AID 485313;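 note: potency is the fitted concentration of half-maximal effect; % of control where 0% means no effect; nearly all actives have a fitted effect of over 60% in size; reporter is driven by a mutant NPC1 promoter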
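Huh7 cells stably carrying NPC1 promoter–luciferase, plated in Opti-MEM with 10% FBS for 2 h, were exposed to compound in DMSO for 24 h at 37 °C; luciferase reagent was added for 10 min and luminescence read.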
Mito fusion act – inhibitors of mitochondrial division or activators of mitochondrial fusion | S. cerevisiae fusion-defective mutant growth rescue, CellTiterGlo 48 h | hit rate 0.23% among 320,000 | Potency, µM (series often up to 46.1 µM), inactives show at the top dose growth rescue (activation), actives largely listed as activators | AID 485298;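 note: potency is the fitted concentration of half-maximal effect; % of control where 0% means no effect; nearly all actives have a fitted effect of over 45% in size; temperature-sensitive fusion mutants such as fzo1-1 at 37 °C on non-fermentable ethanol glycerol medium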
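S. cerevisiae fusion-defective temperature-sensitive mutants (e.g. fzo1-1, mgm1-5) grown 48 h at 37C in YPEG (ethanol/glycerol non-fermentable) medium with 23 nl compound per well; growth rescue read as CellTiterGlo luminescence.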
Gal4-VP16 FLuc – Gal4-VP16 reporter inhibition counter-screen. Drosophila S2 Gal4-VP16 UAS-luciferase, luminescence, 20 h. Potency, µM (highest dose often 53.6 µM), for inactives: at the top dose activity, negative = inhibition, hits mostly inhibitors. hit rate 3.5% among 310,000. AID 2546;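 note: Gal4-VP16 expression switched on by copper sulfate through the metallothionein promoter; potency is the fitted concentration of half-maximal effect; % is set by controls: 0 for no effect and ±100 for the full control effect; nearly all actives have a fitted effect of over 50% in size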
KCNH2 3.1 block – KCNH2 3.1 (human) potassium channel inhibition; U2OS KCNH2 3.1, thallium flux FluxOr; active compounds read low; activity change, % (tested at about 1.8 µM); hit rate 0.95% among 340,000; AID 720553;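 active = maximum activity change below -70%; inconclusive = maximum activity change from -70% to -50%; inactive = maximum activity change above -50%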;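 note: thallium influx rate constant from kinetic fluorescence after stimulation buffer; % is set by controls: 0 for no effect and ±100 for the full control effect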
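Normalized rate constant (relative to positive and negative DMSO controls) derived from a 2 min kinetic fluorescence read after stimulation; U2OS cells expressing the 3.1 isoform via virus at 1.77 x 10^8 /mL.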
FLuc counter – inhibits or activates purified firefly luciferase, miR-21 counter-screen; P08659; purified FLuc, Km substrates, luminescence inhibition; Potency, µM (series often up to 57.5 µM), for inactives: at the top dose activity change, negative = inhibition, usual class: inhibitors; hit rate 6.9% among 360,000;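 note: potency is the fitted concentration of half-maximal effect; plate controls were vehicle for no effect and reference inhibitor for full effect; nearly all actives have a fitted effect of over 55% in size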
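Biochemical qHTS of compounds, final roughly 60 µM downward over six points, against 10 nM purified firefly luciferase using Km concentrations of substrates (10 uM D-luciferin, 10 uM ATP) in Tris acetate pH 7.5 buffer; luminescence output.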
Menin-MLL TR inh – displaces Texas Red mutant MLL peptide from human menin; O00255; Menin + Texas Red MLL mutant peptide, fluorescence polarization; Potency, µM (highest dose often 61.6 µM), without a hit: at the highest dose FP activity change, negative = inhibition, actives largely listed as inhibitors; hit rate 0.23% among 270,000; AID 1768; active = well fitted inhibition curve with a large enough effect in the polarisation, with a control signal flat, not every such curve was filed as active; inconclusive = small, poorly fitted or top-dose-only effect, or effect the other way, or a change in a side signal; inactive = no such curve, though single readings can be large or run the other way; the % refers to the polarisation; note: potency is the fitted concentration of half-maximal effect; % of control where 0% means no effect; many of its hits are not listed in these tables
Target sequence (O00255 whole entry, looked up): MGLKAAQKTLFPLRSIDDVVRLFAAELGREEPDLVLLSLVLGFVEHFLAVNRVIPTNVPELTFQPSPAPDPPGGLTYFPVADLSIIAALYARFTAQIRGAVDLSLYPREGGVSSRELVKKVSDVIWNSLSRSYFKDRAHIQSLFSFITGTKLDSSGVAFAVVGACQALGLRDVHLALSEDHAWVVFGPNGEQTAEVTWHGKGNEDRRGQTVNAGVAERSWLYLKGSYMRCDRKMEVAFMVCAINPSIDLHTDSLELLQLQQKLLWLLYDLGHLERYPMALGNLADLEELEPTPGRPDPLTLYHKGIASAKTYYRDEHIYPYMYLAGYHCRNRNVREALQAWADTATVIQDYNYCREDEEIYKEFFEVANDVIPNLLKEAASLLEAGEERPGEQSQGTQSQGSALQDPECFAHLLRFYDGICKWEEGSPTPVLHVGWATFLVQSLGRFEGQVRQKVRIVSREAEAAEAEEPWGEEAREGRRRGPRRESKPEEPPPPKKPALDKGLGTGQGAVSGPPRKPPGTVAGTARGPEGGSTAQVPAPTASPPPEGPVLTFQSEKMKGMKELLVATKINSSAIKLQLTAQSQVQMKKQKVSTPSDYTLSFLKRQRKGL
ELG1 DNA repair – ELG1-dependent DNA repair inhibition; HEK293T ELG1-luciferase reporter, luminescence, 16 h; DNA damage induced by 5-fluorouridine; Potency, µM (doses to about 46.1 µM), without a hit: top-dose activity change, negative = inhibition, hits mostly inhibitors; hit rate 2.3% among 330,000; AID 504467; note: potency is the fitted concentration of half-maximal effect; % is set by controls: 0 for no effect and ±100 for the full control effect; nearly all actives have a fitted effect of over 55% in size
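Cells (2,000 per well) received 5-fluorouridine plus test compound or DMSO and were incubated 16 hr at 37 °C, 5% CO2. Luciferase activity was read by luminescence 30 min after ONE-Glo addition; signal suppression marked inhibition of damage-induced ELG1 function.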
MBNL1-CUG inh – inhibitors of human MBNL1 binding to CUG repeat RNA; hit rate 0.036% among 280,000; TR-FRET MBNL1-His/biotin-(CUG)12 binding, 665/545 ratio; Q9NR56; Potency, µM (titrated, usually from 57.5 µM), for inactives: at the highest dose activity change, negative = inhibition, hits mostly inhibitors; active = well fitted inhibition curve with a large enough effect in the signal ratio, with a control signal flat, not every such curve was filed as active; inconclusive = small, poorly fitted or top-dose-only effect, or effect the other way, or a change in a side signal; inactive = no such curve, though single readings can be large or run the other way; the % refers to the signal ratio; note: potency is the fitted concentration of half-maximal effect; % is set by controls: 0 for no effect and ±100 for the full control effect
Target sequence (Q9NR56 whole entry, looked up): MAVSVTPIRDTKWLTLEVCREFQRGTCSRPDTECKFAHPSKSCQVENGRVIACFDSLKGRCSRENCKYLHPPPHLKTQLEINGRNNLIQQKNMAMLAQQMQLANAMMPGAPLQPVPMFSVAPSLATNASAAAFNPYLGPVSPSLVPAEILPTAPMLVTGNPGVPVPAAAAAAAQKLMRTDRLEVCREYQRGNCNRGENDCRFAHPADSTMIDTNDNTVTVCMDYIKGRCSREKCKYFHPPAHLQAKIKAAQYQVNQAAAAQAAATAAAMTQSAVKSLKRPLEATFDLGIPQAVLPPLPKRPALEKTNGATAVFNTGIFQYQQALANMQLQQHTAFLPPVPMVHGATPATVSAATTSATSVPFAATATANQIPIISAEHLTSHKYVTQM
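Compounds (final 92 nM to 58 uM) are added to His-tagged MBNL1 and biotin-(CUG)12, then terbium anti-His antibody and streptavidin-XL665 (5 nM final). After 60 min at room temperature, the 665/545 nm ratio is read.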
* hit, by the source's call; ? = inconclusive; nt = not tested or not shown; [ ] = dose if it differs, or a comment. Unless noted, calls come from the whole dose curve; as a rule, active = well fitted curve in the direction sought with a large enough effect; inconclusive = small, poorly fitted or top-dose-only effect, or another doubt; inactive = no such curve, though single readings can be large; an effect the other way counts as inactive or inconclusive.

SMILES	RORgamma inh	Rab9 promoter act	PKM2 activator	NPC1 promoter act	Mito fusion act	Gal4-VP16 FLuc	KCNH2 3.1 block	FLuc counter	Menin-MLL TR inh	ELG1 DNA repair	MBNL1-CUG inh
Cc1cc(C)cc(NC(=S)NN)c1	7.9µM*	-7%	1%	-9%	-3%	?	-9	-2%	-1%	-4%	1%
COC(=O)c1ccc2[nH]c(C(C)(C)O)c(C)c2c1	-1%	?	1%	?	-1%	-25%	11	19µM*	11%	?	4%
O=C(NC1CC2CCCC(C1)N2S(=O)(=O)c1ccccc1)C1CCCCC1 (centres undefined)	30%	-6%	-1%	-3%	2%	2%	16	-2%	-13%	-25%	0%
Cc1nn(C)cc1CNCc1ccc(OCC(O)CN(C)Cc2ccccc2)cc1 (centres undefined)	-9%	-2%	1%	-2%	2%	2%	4	-1%	-1%	9%	4%
O=C(/C=C/c1ccc2c(c1)OCCO2)c1ccc(O)cc1	1.3µM*	?	-15%	?	1%	4.5µM*	2	1.3µM*	nt	26%	nt
Cc1ccc(S(=O)(=O)N2CCN(Cc3cc(C(C)C)ccc3O)CC2)cc1	18%	2%	?	-4%	-6%	7%	-12	1%	16%	?	-3%
COc1ccc(NC(=S)N2CCN(S(=O)(=O)c3ccc(F)cc3)CC2)cc1OC	-2%	0%	10%	0%	0%	-15%	14	-3%	1%	-9%	-2%
CCOC(=O)c1sc(NC(=O)c2c(CC)noc2C)nc1C	nt	-5%	nt	-2%	3%	nt	-11	?	nt	-13%	nt
COc1ccc(NS(=O)(=O)c2ccc(OCC(=O)N3CCOCC3)cc2)cc1Cl	?	-7%	5%	0%	-3%	-22%	-11	4%	nt	?	4%
COc1ccc(C(=O)Nc2sc3c(c2C(=O)NCc2ccco2)CCCC3)cc1OC	15%	-5%	3%	-10%	2%	-6%	-12	1%	-1%	16µM*	5%
FC(F)(F)c1cccc(CN2CCCCCC2)c1	-21%	-3%	-3%	2%	-5%	1%	1	0%	0%	1%	3%
O=C(CCC(=O)N1CCN(S(=O)(=O)c2cccc(F)c2)CC1)c1cccs1	-2%	1%	?	0%	22%	-13%	14	-2%	5%	2%	-6%
Cc1ccnc(SCC(=O)N2CCC(C(N)=O)CC2)n1	13%[10 µM]	-9%	-1%	2%	-1%	0%	0	-2%	1%	5%	3%
COc1cc(NC(=O)CN(C)Cc2cccc(F)c2)c(C)cc1[N+](=O)[O-]	5%	-2%	4%	-4%	7%	-4%	-7	-1%	-3%	-7%	0%
Fc1ccccc1N1CCN(C(c2ccncc2)c2nnnn2C2CCCC2)CC1 (centres undefined)	7%[10 µM]	-6%	10%	0%	30%	0%	0	3%	-12%	10%	22%
CC1CCN(C(=O)CSCC(=O)O)CC1	-7%	8%	-4%	0%	19%	4%	10	0%	13%	10%	-2%
CC(=O)Nc1ccc(NC(=O)C2CCCN2C(=O)NC2CCCCC2)cc1 (centres undefined)	-8%	-2%	-12%	-2%	1%	0%	-3	1%	6%	?	-3%
CC1CCN(S(=O)(=O)c2cc3c4c(c2)CCN4C(=O)CC3)CC1	nt	4%	nt	-1%	1%	nt	14	1%	nt	?	nt
CC(NS(=O)(=O)c1cccc(C(=O)O)c1)C12CC3CC(CC(C3)C1)C2 (centres undefined)	nt	-2%	nt	-1%	1%	nt	2	8%	nt	13%	nt
FC(F)(F)c1ccc(/C=N/N2CCN(Cc3cccc4ccccc34)CC2)cc1	0%	1%	-1%	-1%	2%	-4%	-1	2%	-5%	12%	-4%
Cc1ccc(C)c(-c2csc(NC(=O)C3=COCCO3)n2)c1	nt	0%	nt	-2%	17%	nt	1	?	nt	?	nt
O=C(COc1ccc(S(=O)(=O)NC2CCCCC2)cc1Cl)NCc1cccnc1	15%	-6%	21%	2%	-7%	-1%	-8	-4%	7%	0%	-1%
C=C(C)CNC(=S)N/N=C(\C)c1ccc(OC)cc1	2.2µM*	0%	-1%	-4%	-3%	5µM*	7	0%	-9%	5%	-12%
Oc1ccc2ccccc2c1C=NC1CCCCC1	?	12%	2%	-3%	2%	?	-4	?	-6%	12%	?
N#Cc1c(OCC(=O)c2ccccc2)nc2c(c1-c1ccco1)CCc1ccccc1-2	5%	-6%	-3%	21%	1%	-4%	10	-2%	?	?	4%
Cc1ccccc1N1CCN(C2CCCN(C(=O)CCC(F)(F)F)C2)CC1 (centres undefined)	9%	3%	-1%	-7%	0%	3%	-6	3%	-4%	16%	-5%
O=C(CCc1ccccc1)NNc1ccc(F)cc1	-14%	0%	19%	1%	1%	-11%	3	-2%	nt	4%	-2%
CCN(CC)Cc1c(O)ccc2occ(C(=O)c3ccccc3)c12	nt	3%	-5%	-6%	2%	nt	0	3%	-12%	24%	-2%
CCCCn1c(SC(C)C(=O)c2ccc(OC)cc2)nc2cc(S(N)(=O)=O)ccc21 (centres undefined)	1%	-3%	6%	-4%	-2%	-10%	6	2%	15%	?	-10%
COc1cccc(OCc2cc(C(=O)NCc3cnc4ccccn34)no2)c1	43%	-15%	nt	-8%	0%	?	-5	5%	nt	9%	7%
CS(=O)(=O)N1N=C(c2ccco2)CC1c1cccc([N+](=O)[O-])c1 (centres undefined)	28%	2%	-14%	11%	-2%	-8%	2	1%	nt	8%	?
CN(c1ccccc1)c1nc(N)c([N+](=O)[O-])c(NCc2ccco2)n1	30%	2%	-4%	0%	6%	-9%	-31	-18%	1%	-5%	nt
Cc1ccc(N2CCN(C(=O)NC3CCCCC3)CC2)c(C)c1	?	3%	5%	-2%	10%	-12%	15	-1%	-20%	8%	-7%
O=C(Nc1ccc2c(c1)OCO2)Nc1ccccc1F	-31%	0.5µM*	-48%	0.45µM*	-8%	-15%	-11	2.4µM*	nt	?	3%
CC1(c2ccc3ccccc3c2)NC(=O)N(CC(=O)N2CCC(C(N)=O)CC2)C1=O (centres undefined)	nt	-3%	nt	-1%	0%	nt	27	1%	nt	0%	nt
Cc1noc(C)c1S(=O)(=O)N1CCCC(C(=O)c2cccc(OC(C)C)c2)C1 (centres undefined)	?	-10%	6%	-9%	-1%	23%	5	4%	?	?	-5%
O=C(CSc1nc2ccccc2[nH]1)c1cccs1	-7%	2µM*	-2%	1.3µM*	0%	3%	-14	6.7µM*	9%	?	-3%
O=C(CN1CCCCCC1)Nc1ccc(F)c(F)c1F	1%	-1%	4%	-3%	0%	13%	-11	-2%	6%	3%	2%
Cc1nc(SCC(=O)NC(C)(C)C)c2c(-c3cccs3)csc2n1	3%[10 µM]	-8%	-2%	0%	0%	-4%	-1	0%	-12%	?	nt
CCn1cc(CNC(=O)c2cc(COc3ccc(F)cc3Cl)on2)cn1	0%	-5%	5%	-7%	0%	2%	-10	?	11%	18%	0%
CC(=O)CCS(=O)(=O)c1ccc(Oc2ccc(S(=O)(=O)CCC(C)=O)cc2)cc1	8.9µM*	-4%	0%	-2%	-5%	?	-2	-2%	21%	-12%	-4%
O=C(NCCS(=O)(=O)N1CCN(c2cccc(Cl)c2)CC1)C1CC1	nt	-1%	nt	1%	1%	nt	15	-2%	nt	11%	nt
Cc1[nH]c(=O)c(C#N)c(C)c1CCC(=O)NCc1ccc(Cl)cc1	9%	-3%[1.84 µM]	nt	-2%	-3%	3%	-6	-2%	-5%	?	-1%
CC(=O)c1ccc(N2CCN(C(=O)c3cc(-c4ccncc4)nc4ccc(Br)cc34)CC2)cc1	26%	2%	-2%	2%	-3%	23%	nt	?	5%	-11%	33%[activator]
CC(C)C(=O)Nc1ccc(C(=O)NNC(=O)NC2CCCCC2)cc1	-16%	-12%	-1%	-7%	0%	-5%	3	1%	12%	-8%	-1%
Cc1ccccc1NC1(C#N)C(=O)Nc2ccccc21 (centres undefined)	-19%	-2%	0%	-1%	1%	6%	0	-1%	5%	-8%	?
O=C(CNC(=O)c1cccc(N2C(=O)c3ccccc3C2=O)c1)Nc1ccc(F)c(F)c1	nt	-3%	nt	-2%	-1%	nt	5	-1%	nt	?	nt
C[C@@]12CCC3[C@@](CC[C@@H]4[C@](C)(C(=O)O)CCC[C@@]34C)(C[C@H]1O)C2 (some centres undefined)	-16%	-4%	nt	-4%	?	0%	6	-4%	-13%	-15%	-2%
O=C(/C=C/c1ccccc1[N+](=O)[O-])c1ccc(F)cc1	2%	26%	3%	15%	-2%	-3%[10 µM]	-9	13µM*	8%	?	3%

High-throughput results as filed in PubChem BioAssay.

The list is partial (hit frequency here may not be typical).
